ELG1_genotox: genotoxicity induction in ELG1-luciferase HEK293T cells. HEK293T ELG1-luciferase reporter, luminescence, 16 h. Potency, µM (series often up to 46 µM), for inactives: top-dose activity change, positive = activation, usual class: activators. 1.3% of 330,000 active. AID 504466; also: potency is read from the fitted curve at half-maximal effect; % of control where 0% means no effect; nearly all actives have a fitted effect of over 60% in size
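HEK293T cells expressing luciferase-tagged ELG1 were treated with compound or DMSO for 16 hr at 37°C. Luciferase activity was then read after 30 min with ONE-Glo at room temperature; rising signal flags genetic stress.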
BRCA1_expr_act: BRCA1 expression activation | MCF7-BRCA1-FFLuc reporter, luminescence, 48 h; response scale: scaled: vehicle 0%, 10 µM genistein 100% | Potency, µM (titrated, usually from 46.1 µM), for the others: top-dose activation, actives largely listed as activators | 1.1% of 380,000 active | AID 624202; also: potency is read from the fitted curve at half-maximal effect; nearly all actives have a fitted effect of over 80% in size; some results filed as inactive show a strong effect at the top dose
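Compounds are tested at multiple concentrations on MCF7 BRCA1-luciferase reporter cells seeded at 2000 per well; after 48 h, a single luminescence end-point is taken and curves fitted to the normalized data.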
FLuc_modulator: firefly luciferase modulation, counter-screen for miR-21 project; purified FLuc, Km substrates, luminescence inhibition; Potency, µM (series often up to 57.5 µM), for the others: top-dose activity change, negative = inhibition, actives largely listed as inhibitors; 6.9% of 360,000 active;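 also: potency is read from the fitted curve at half-maximal effect; plate controls were vehicle for no effect and reference inhibitor for full effect; nearly all actives have a fitted effect of over 55% in size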
Target sequence (P08659 whole entry, looked up): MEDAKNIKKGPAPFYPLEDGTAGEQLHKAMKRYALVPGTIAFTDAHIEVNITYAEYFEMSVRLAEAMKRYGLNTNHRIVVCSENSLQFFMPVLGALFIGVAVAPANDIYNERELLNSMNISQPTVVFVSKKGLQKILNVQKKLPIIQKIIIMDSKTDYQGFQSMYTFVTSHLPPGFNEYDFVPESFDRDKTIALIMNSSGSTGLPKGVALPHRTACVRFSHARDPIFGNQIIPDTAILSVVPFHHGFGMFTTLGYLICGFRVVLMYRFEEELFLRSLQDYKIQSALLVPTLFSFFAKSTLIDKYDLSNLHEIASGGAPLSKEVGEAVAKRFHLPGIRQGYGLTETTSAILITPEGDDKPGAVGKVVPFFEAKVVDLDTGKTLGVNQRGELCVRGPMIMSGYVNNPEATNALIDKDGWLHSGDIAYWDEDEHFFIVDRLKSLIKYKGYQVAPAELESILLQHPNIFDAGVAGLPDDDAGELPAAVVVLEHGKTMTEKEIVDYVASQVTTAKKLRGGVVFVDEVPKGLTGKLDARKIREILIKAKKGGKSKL
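Purified P. pyralis luciferase, 10 nM final, with Km-level 10 uM D-luciferin and 10 uM ATP in 50 mM Tris acetate pH 7.5, 10 mM Mg acetate, 0.01% Tween-20, 0.05% BSA; 6-point qHTS titration about 60 µM downward; luminescence read.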
NPC1_promoter_act: activators of NPC1 promoter | Potency, µM (titrated, usually from 9.22 µM), for inactives: at the top dose activation, actives largely listed as activators | 2.4% of 320,000 active | Huh7 NPC1 promoter luciferase reporter, 24 h;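 also: potency is read from the fitted curve at half-maximal effect; % of control where 0% means no effect; nearly all actives have a fitted effect of over 60% in size; reporter is driven by a mutant NPC1 promoter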
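Compounds in DMSO were transferred onto Huh7 NPC1-luciferase reporter cells pre-incubated 2 h; after 24 h at 37 °C, Amplite reagent was dispensed and luminescence recorded 10 min later.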
Rab9_promoter_act: activators of Rab9 promoter; Huh7 Rab9 promoter-luciferase reporter, luminescence, 24 h; Potency, µM (doses to about 9.22 µM), for inactives: at the highest dose activation, negative = inhibition, hits mostly activators; 2.8% of 320,000 active; also: potency is read from the fitted curve at half-maximal effect; % of control where 0% means no effect; nearly all actives have a fitted effect of over 60% in size
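Promoter activation is measured as luciferase luminescence in Huh7 cells stably transfected with a Rab9 promoter–luciferase construct, following 24 h compound exposure at 37 °C and 10 min reagent incubation at ambient temperature.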
Giardia_killer: Giardia lamblia killing. 0.15% of 340,000 active. Giardia lamblia trophozoite viability. activity change, % at 7.66 µM, hits read low; in the data active = activity change below about -80%; inconclusive = between about -30% and that limit;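 also: parasites exposed to compound for two days anaerobically before the ATP read; % is scaled to controls: 0 for no effect and ±100 for the full control effect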
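Trophozoites 100 cells/well + cpd; 48 hrs, 37 deg C, anaerobic. ATPLite 1-Step added, 15-30 min RT, luminescence read (ATP-based viability).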
p53_reactivation: re-activators of mutant p53; Potency, µM (highest dose often 92.2 µM), for the others: at the top dose activity change, positive = activation, most hits filed as activators; 0.063% of 320,000 active; H1299 p53-A138V BP100-luciferase reporter, luminescence, 24 h; also: potency is read from the fitted curve at half-maximal effect; % of control where 0% means no effect; nearly all actives have a fitted effect of over 45% in size
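H1299 (p53-null), stable ts p53-A138V + BP100-Luc; 1000 cells/well, Opti-MEM/10% FBS; cpd 4 pt, 1:5; 24 h, 37 deg C, 5% CO2; detection reagent 10 min RT; luminescence.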
Numbers without * were called inactive; ? = inconclusive; . = not tested or not shown. Unless noted, calls follow the shape of the dose curve; as a rule, active = well fitted curve in the direction sought with a large enough effect; inconclusive = small, poorly fitted or top-dose-only effect, or another doubt; inactive = no such curve, though single readings can be large; an effect the other way counts as inactive or inconclusive.

SMILES ELG1_genotox BRCA1_expr_act FLuc_modulator NPC1_promoter_act Rab9_promoter_act Giardia_killer p53_reactivation
COC(=O)[C@]1(Cc2ccccc2)N[C@H](CN(C)C(=O)c2ccc(C)cc2)[C@@H]2C(=O)N(C)C(=O)[C@@H]21 -1% 9% . . . 10 -2%
N#Cc1ccccc1NC(=O)COC(=O)/C=C/c1ccc(S(=O)(=O)N2CCOCC2)cc1 0% -3% . . . 1 0%
CCN(CC(=O)Nc1ccc2c(c1)OCCO2)CC(=O)Nc1ccc(C)c(S(=O)(=O)N(C)C)c1 1% -15% . . . 11 -3%
CN(C)C(=O)CCc1ccc2c3c([nH]c2c1)[C@]1(C)[C@@H](C(=O)N2CCCCC2)C[C@H](CC(=O)NCCN2CCOCC2)C(=O)N1CC3 0% 10% . . . 4 -5%
CC(C)=C[C@@H]1C[C@H](C)[C@H]2CC[C@H](C)c3c(O[C@@H]4O[C@@H](C)[C@@H](O)[C@@H](O)[C@@H]4O)c(O)c(C)c1c32 -1% -16% . . . ? 12%
Cc1nc(SCc2nc3c([N+](=O)[O-])cccc3[nH]2)c2oc3ccccc3c2n1 9% -32% . . . 4 -2%
C[C@H]1CN([C@@H](C)CO)C(=O)c2cc(NC(=O)CCN3CCOCC3)ccc2O[C@H]1CN(C)C(=O)Nc1ccc(F)cc1 -3% -13% . . . -8 3%
O=C(COc1cccc(Cl)c1Cl)NC1CC1 9% 34% . . . 11 -3%
Cn1c(=O)c2c(ncn2CC(=O)Nc2cc(S(=O)(=O)N3CCCCC3)ccc2Cl)n(C)c1=O 4% -19% . . . 5 -8%
C[C@H](CO)N1C[C@H](C)[C@@H](CN(C)S(=O)(=O)c2cccs2)Oc2c(NC(=O)Nc3ccc4c(c3)OCO4)cccc2C1=O 0% -10% . . . 15 0%
O=C(NN=Cc1ccc(N2CCOCC2)cc1)c1cc2ccccc2cc1O -2% -37% . . . 3 4%
C[C@H](CO)N1C[C@H](C)[C@@H](CN(C)C(=O)Nc2ccccc2)Oc2c(NC(=O)c3ccncc3)cccc2C1=O -2% 78% . . . 13 -3%
O=C1Nc2ccccc2Oc2cc(Oc3ccccc3)ccc21 . 6% ? 2% 2% . .

Twelve successive entries already listed, for reference:
SMILES ELG1_genotox BRCA1_expr_act FLuc_modulator NPC1_promoter_act Rab9_promoter_act Giardia_killer p53_reactivation
COC(=O)[C@]1(Cc2ccccc2)N[C@H](CN(C)C(=O)c2ccc(C)cc2)[C@@H]2C(=O)N(C)C(=O)[C@@H]21 -1% 9% . . . 10 -2%
N#Cc1ccccc1NC(=O)COC(=O)/C=C/c1ccc(S(=O)(=O)N2CCOCC2)cc1 0% -3% . . . 1 0%
CCN(CC(=O)Nc1ccc2c(c1)OCCO2)CC(=O)Nc1ccc(C)c(S(=O)(=O)N(C)C)c1 1% -15% . . . 11 -3%
CN(C)C(=O)CCc1ccc2c3c([nH]c2c1)[C@]1(C)[C@@H](C(=O)N2CCCCC2)C[C@H](CC(=O)NCCN2CCOCC2)C(=O)N1CC3 0% 10% . . . 4 -5%
CC(C)=C[C@@H]1C[C@H](C)[C@H]2CC[C@H](C)c3c(O[C@@H]4O[C@@H](C)[C@@H](O)[C@@H](O)[C@@H]4O)c(O)c(C)c1c32 -1% -16% . . . ? 12%
Cc1nc(SCc2nc3c([N+](=O)[O-])cccc3[nH]2)c2oc3ccccc3c2n1 9% -32% . . . 4 -2%
C[C@H]1CN([C@@H](C)CO)C(=O)c2cc(NC(=O)CCN3CCOCC3)ccc2O[C@H]1CN(C)C(=O)Nc1ccc(F)cc1 -3% -13% . . . -8 3%
O=C(COc1cccc(Cl)c1Cl)NC1CC1 9% 34% . . . 11 -3%
Cn1c(=O)c2c(ncn2CC(=O)Nc2cc(S(=O)(=O)N3CCCCC3)ccc2Cl)n(C)c1=O 4% -19% . . . 5 -8%
C[C@H](CO)N1C[C@H](C)[C@@H](CN(C)S(=O)(=O)c2cccs2)Oc2c(NC(=O)Nc3ccc4c(c3)OCO4)cccc2C1=O 0% -10% . . . 15 0%
O=C(NN=Cc1ccc(N2CCOCC2)cc1)c1cc2ccccc2cc1O -2% -37% . . . 3 4%
C[C@H](CO)N1C[C@H](C)[C@@H](CN(C)C(=O)Nc2ccccc2)Oc2c(NC(=O)c3ccncc3)cccc2C1=O -2% 78% . . . 13 -3%

Screens deposited in PubChem BioAssay by National Center for Advancing Translational Sciences (NCATS).

An excerpt; the hit share may differ from the screen's.
